# Screening results as filed in PubChem BioAssay.
# IL1B secr inh: inhibitors of inflammasome signaling (IL-1 beta secretion) | activity change, % at 57.5 µM | THP-1 LPS/ATP IL-1B secretion, AlphaLISA, 16 h; stronger effect = lower value | 360,000 compounds, 4.7% hits | AID 743279; in the data active means activity change below about -50%; inconclusive means mostly about -30% to -49%; further: on the % scale 0 is the no-effect control and ±100 the full control effect
#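 Secreted IL-1B measured by AlphaLISA bead assay after 16 h compound exposure of THP-1 cells; compounds (final up to 57.5 uM) added 1 h before LPS (250 ng/mL) and ATP (1.25 mM) stimulation; lower signal means less secretion.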
# Nrf2 ARE act: Nrf2 pathway activation | Potency, µM (top dose mostly 46.1 µM), for inactives: top-dose activation, hits mostly activators | 410,000 compounds, 0.31% hits | AREc32 ARE-luciferase reporter (MCF7-derived line), luminescence, 24 h; further: potency means the concentration at half of the fitted maximal effect; % of control where 0% means no effect; nearly all actives have a fitted effect of over 65% in size
#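 Cells of the AREc32 ARE-luciferase line are plated in OPTI-MEM containing 5% FBS and left overnight at 37 deg C. Compounds are pinned in, incubation continues 24 hr, and firefly luciferase signal is then measured.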
# MCF10A rereplic: inducers of DNA re-replication in MCF 10A breast cells. MCF 10A DNA re-replication, Hoechst nuclear intensity, 48 h. Potency, µM (top dose mostly 46.1 µM), for inactives: at the highest dose activity, positive = re-replication, most hits filed as activators. 350,000 compounds, 2.9% hits; further: potency means the concentration at half of the fitted maximal effect; % of control where 0% means no effect; nearly all actives have a fitted effect of over 50% in size
# HepG2 viability: HepG2 cytotoxicity, counter-screen for TGF-b inhibitors. Potency, µM (doses to about 46.1 µM), for inactives: at the highest dose activity change, negative = cytotoxicity, usual class: cytotoxic. AID 588856. HepG2 CAGA-GFP viability, ATP luminescence, 18 h. 410,000 compounds, 0.76% hits; further: potency means the concentration at half of the fitted maximal effect; some results filed as inactive show a strong effect at the top dose
#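 HepG2 CAGA-GFP cells (1000/well, DMEM with 1% FBS) received compound, then TGF-beta at 500 pg/mL final, and were incubated 18 hours at 37 degrees C. Viability was read by CellTiter-Glo luminescence. Media-only wells were set as complete cell-killing and DMSO as no toxicity.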
# TGFb inhibitor: TGF-b pathway inhibition. 410,000 compounds, 1.2% hits. HepG2 CAGA-GFP TGF-b/SMAD3 reporter, GFP fluorescence, 18 h; TGF-beta stimulated, 500 pg/mL final. AID 588855. Potency, µM (titrated, usually from 46.1 µM), inactives show at the highest dose activity, negative = inhibition, actives largely listed as inhibitors; further: potency means the concentration at half of the fitted maximal effect; on the % scale 0 is the no-effect control and ±100 the full control effect; nearly all actives have a fitted effect of over 65% in size
#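 Using HEPG2 CAGA-GFP reporter cells at 1000 cells/well, we pinned test compounds, stimulated with recombinant TGF-beta (500 pg/mL final) and measured total well GFP after 18 h.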
# A549 viability: kills or reduces viability of A549 cells in Nrf2 counter-screen; AID 504648; Potency, µM (highest dose often 46 µM), for inactives: at the highest dose activity change, negative = cytotoxicity, most hits filed as inhibitors; 390,000 compounds, 0.16% hits; A549 ARE-Fluc cells, CellTiter-Fluor viability, 18-24 h; further: potency means the concentration at half of the fitted maximal effect; on the % scale 0 is the no-effect control and ±100 the full control effect
#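 Cytotoxicity counterscreen: CellTiter-Fluor fluorescence was measured in A549 ARE_Fluc cells after 18-24 h of compound exposure in a concentration series. The subsequent BugLite luminescent read reports ARE-luciferase activity.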
# ATXN2 expr inh: ATXN2 expression inhibition; HEK-293 ATXN2-luciferase reporter, luminescence, 24 h; Potency, µM (series often up to 57 µM), for the others: top-dose activity change, negative = inhibition, actives largely listed as inhibitors; 360,000 compounds, 0.72% hits; further: potency means the concentration at half of the fitted maximal effect; on the % scale 0 is the no-effect control and ±100 the full control effect; nearly all actives have a fitted effect of over 55% in size
#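 ATXN2-luciferase reporter cells (luciferase flanked by upstream and downstream ATXN2 gene portions) were treated 24 h at 37 °C with compounds at up to 57 uM. SteadyGlo luminescence gave expression; GF-AFC fluorescence gave viability.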
# ATXN viability: cell viability loss in ATXN counter-screen; Potency, µM (titrated, usually from 56.7 µM), most hits filed as cytotoxic; 400,000 compounds, 0.49% hits; AID 651635; S2 cells (HEK-293 line with an ATXN2-luciferase reporter) viability, CellTiter-Fluor protease fluorescence, 24 h; further: potency means the concentration at half of the fitted maximal effect; nearly all actives have a fitted effect of over 40% in size
# Nrf2 block: blocks Nrf2 signaling. A549 ARE-Fluc reporter, luciferase luminescence, 18-24 h. Potency, µM (top dose mostly 46 µM), for the others: at the top dose activity change, negative = inhibition, actives largely listed as inhibitors. 360,000 compounds, 2.1% hits; further: potency means the concentration at half of the fitted maximal effect; on the % scale 0 is the no-effect control and ±100 the full control effect; nearly all actives have a fitted effect of over 60% in size
#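 Reporter: ARE-Fluc in A549. Exposure: 18-24 h, 37 °C, 5% CO2, 5% FBS OPTI-MEM. Readouts: fluorescent cytotoxicity (CellTiter-Fluor), then luminescent Nrf2 signal after BugLite.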
# Active calls of the source: *; i = inactive; ? = inconclusive; · = no result given; & = joins results of further samples; [ ] = remark or other dose. Unless noted, the call rests on the fitted dose curve; in most records, active means well fitted curve in the direction sought with a large enough effect; inconclusive means small, poorly fitted or top-dose-only effect, or another doubt; inactive means no such curve, though single readings can be large; an effect the other way counts as inactive or inconclusive. Random draw from the library (roughly 8.8% active in at least one column).
SMILES,IL1B secr inh,Nrf2 ARE act,MCF10A rereplic,HepG2 viability,TGFb inhibitor,A549 viability,ATXN2 expr inh,ATXN viability,Nrf2 block
CCc1ccccc1NC(=O)c1cnn2c(C(F)(F)F)cc(-c3ccc(OC)c(OC)c3)nc12,·,-0.6%,·,-1%,2%,-2%,-1%,i,10%
COc1ccc(CC(=O)NC(=S)Nc2cccc(C)c2)cc1,35,0.5%,3%,-86%,-9%,10%,5%,i,1%
COc1ccc(C2c3c(n(C)c4ccccc34)C(=O)N2CC(=O)Nc2ccc(C)cc2Cl)cc1 (stereo unspecified),·,-1.1%,·,-17%,?,-1%,·,·,-22%
O=C(Nc1ccc(F)cc1)C(c1ccccc1)N1CCN(S(=O)(=O)c2c(F)cccc2F)CC1 (stereo unspecified),-10,0.1%,-2%,1%,3%,2%,4%,i,-10%
COc1ccc(-c2ccccc2[C@H]2[C@@H]3C=CC[C@@H](C)[C@@H]3C(=O)N2Cc2ccccc2)cc1,-10,2.7%,23µM*,-49%,?,?,?,i,18µM*
COc1ccc(N2CCN(C(C)=C3C(=O)c4ccccc4C3=O)CC2)cc1,74,4.3%,-6%,-3%,0%,-5%,16%,i,20%
COc1ccccc1-c1cc(C(=O)N2CCN(c3ccccc3)CC2)no1,20,3.8%&4.5%,8%,8%&0%,-9%&-20%,2%&-2%,43%&-4%[activator],i,-11%&-13%
Oc1ccc(-c2csc(Nc3ncccn3)n2)cc1O,?,?,24%,-8%,-15%,?,40%[activator][11.3 µM],i,?
COc1ccc(NC(=O)Cc2ccc(Cl)cc2)cc1NC(=O)c1ccco1,-56*,0.1%,11%,-8%,3%,0%,-12%,i,?
COc1ccc(OCC(=O)O/N=C(\N)Cc2cccs2)cc1,-7,3.6%,-7%,-2%,-6%,4%,0%,i,24%
O=C(CSc1nnc2c(n1)[nH]c1ccccc12)OCc1ccccc1,2,0.2%,0%,-2%,-12%,-4%,-1%,i,27%
CC(C)CC(=O)Nc1ccnc(-c2ccncc2)n1,13,0.2%,1%,11%,4%,-2%,·,?,-7%
COc1ccc(Nc2nnc(Cc3ccc(Cl)cc3)c(=O)[nH]2)c(OC)c1,0,-0.7%,-1%,3%,4%,9%,5%,i,5%
CCOC(=O)c1ccccc1NC(=O)C1COc2ccccc2O1 (stereo unspecified),-2,-0.8%,4%,-16%,-5%,15%,20%,i,·
CC(C)CCN(C(=O)CCCSc1nc2ccccc2[nH]1)c1c(N)n(Cc2ccccc2)c(=O)[nH]c1=O,-97*,2.9%,7%,-1%,21%,-11%,1%,i,16%
CCCCNC(=S)NNC(=O)c1ccc(Br)o1,0,0.0%,?,8%,-2%,0%,3%,i,11%
O=C(CN1C(=O)C(c2ccc(F)cc2)=NC12CCCCCC2)Nc1ccc(F)c(Cl)c1,·,-0.7%,·,9%,-1%,?,·,·,?
CCOC(=O)C(=CNc1ccccc1C)C(=O)OCC,-19,0.1%,18%,-26%,-4%,-7%,-9%,i,-18%
O=C(NCc1ccccc1)NC1(C(=O)N2CCN(c3ccccc3)CC2)CCCCC1,-1,-0.6%,-1%,1%,1%,2%,-1%,i,?
COc1ccc(CCNC(=O)CN2C(=O)COc3ccc(S(=O)(=O)N4CCCC4)cc32)cc1OC,-11,-0.8%&0.7%,0%,0%&3%,-6%&6%,-5%&-5%,12%&3%,?,-8%&11%
Cc1nc(-c2ccccc2)sc1C(=O)CSc1ccc(F)cc1,0,3.6%,7%,6%,6%,-6%,15%,?,16%
COCCNc1c2c(nc3ccccc13)CCC2,-14,-0.6%,-1%,0%,6%,1%,-3%,i,3%
O=C1NC(=O)/C(=C\c2ccccc2OCc2ccccc2)S1,19,?,?,-18%,-3%,-2%,-6%,i,2%
CSCC[C@@H](CO)NC(=O)c1ccc2nc(C3CCCCC3)oc2c1,0,-0.5%,4%,5%,2%,1%,-6%,i,-16%
CCn1c(=O)c2sccc2n2c(CCCC(=O)NCc3cccnc3)nnc12,-14,0.3%,8%,-10%,-4%,2%,·,i,9%

# (cont.)
SMILES,IL1B secr inh,Nrf2 ARE act,MCF10A rereplic,HepG2 viability,TGFb inhibitor,A549 viability,ATXN2 expr inh,ATXN viability,Nrf2 block
O=C(CN1CCN(C(=O)N2CCOCC2)CC1)Nc1cc(Cl)ccc1Cl,20,-0.2%,-3%,-2%,11%,-2%,-12%,i,1%
Fc1ccc(-c2cnc(-c3cccs3)o2)cc1,4,?,8%,-17%,-12%,-14%,-3%,i,28%
Cc1cccc(N=C/C(C(=O)C(F)(F)F)=C(\O)c2ccco2)c1,0,?,5%,-47%,-29%,-3%,117%[activator],i,?
O=C(Cn1c2ccc(F)cc2c2nc3n(c(=O)c21)CCS3)NCC1CCCO1 (stereo unspecified),-12,-0.6%,2%,3%,9%,1%,-2%,i,7%
CCCNC(=O)NS(=O)(=O)c1cnccc1Sc1ccc(Cl)cc1,16,-1.5%,17%,1%,26%,8%,-4%,i,·
Cc1c(NC(=O)Nc2ccc(F)c(Cl)c2)c(=O)n(-c2ccccc2)n1C,·,-0.2%,·,8%,-7%,1%,1%,i,10%
Cc1cc(C(=O)COC(=O)CCCN2C(=O)c3ccccc3C2=O)c(C)n1C,0,-0.6%,-2%,-11%,-12%,-2%,10%,i,12%
Cc1ccc(-n2c(SCC(N)=O)nc3c(c2=O)C2(CCCC2)Cc2ccccc2-3)cc1,-63*,5.5%,?,11%,8.9µM*,-16%,-24%,i,?
Cc1c(-n2cc(C(=O)O)c(=O)c3cc(F)c(N4CCCC4)c(F)c32)c(=O)n(-c2ccccc2)n1C,-16,-0.5%,7%,-13%,-7%,-1%,-4%,i,?
Cc1cc(NC(=O)c2cc3ccccc3o2)no1,45,0.0%,2%,-19%,-30%,-19%,14%,i,?
CC(Oc1ccccc1)c1nnc(N)s1 (stereo unspecified),-6,3.3%,?,-5%,1%,6%,-16%,i,15%
c1cncc(-c2nnc(SCc3nc4ccccc4[nH]3)o2)c1,10,-0.7%,-1%,0%,5%,-5%,-6%,i,-10%
CC(C)(C)c1ccc(S(=O)(=O)NCC2CCCO2)cc1 (stereo unspecified),8,0.0%,7%,-47%,-14%,16%,39%[activator],i,?
Cc1ccc(OCCCNC2CCCC2)cc1,-11,0.0%,3%,-6%,0%,0%,·,i,-16%
CC1CCN(CCNC(=O)c2ccc3c(=O)n(Cc4ccc(Cl)cc4)c(=S)[nH]c3c2)CC1,-28,0.7%,2%,-19%,-1%,-12%,·,i,7%
Cc1ccc(N2C(=O)c3oc4ccccc4c(=O)c3C2c2cccc(O)c2)nc1 (stereo unspecified),-11,17%,2%,-27%,?,6%,-16%,?,-27%
O=C(O)c1c[nH]c2ccc(S(=O)(=O)N3CCN(c4ccc(F)cc4)CC3)cc2c1=O,-10,-0.7%,17%,-13%,-4%,?,7%,i,-16%
O=c1[nH]c2ccc(Br)cc2c(-c2ccccc2)c1N1CCOCC1,23,3.1%,0%,-19%,-4%,0%,2%,i,-20%
C/C(CC(=O)Nc1cccnc1)=N\NC(=O)C(=O)NC(C)C,25,1.2%,-3%,21%,7%,-1%,·,i,2%
N#CCc1nc(-c2cc3ccccc3oc2=O)cs1,?,-0.1%,-1%,3%,-3%,12%,12%,i,?
Cc1ccc(CNC(=O)CCNC(=O)Cn2ccc3ccccc3c2=O)cc1,-22,-0.5%,0%,-6%,22%,19%,1%,i,32%
COCC(=O)N1CCC(Oc2ccc(C(=O)N3CCSCC3)cc2)CC1,19,0.2%,-3%,-21%,-5%,-1%,-5%,i,2%
O=C(/C=C/c1c[nH]c2ccccc12)c1ccccc1,5,?,?,-8%,?,1%,83%[activator],i,?
CCOc1ccc(C(C(=O)NC2CCCCC2)N(C(=O)c2ccccn2)c2cccnc2)cc1 (stereo unspecified),-2,0.2%,1%,8%,-3%,-9%,-7%,i,1%
CS(=O)(=O)Nc1ccc(C(=O)Nc2ccc3ccccc3c2)cc1,16,0.2%,14%,-4%,17%,0%,19%,?,?

# Fetched one by one from the list above:
SMILES,IL1B secr inh,Nrf2 ARE act,MCF10A rereplic,HepG2 viability,TGFb inhibitor,A549 viability,ATXN2 expr inh,ATXN viability,Nrf2 block
Cc1cccc(N=C/C(C(=O)C(F)(F)F)=C(\O)c2ccco2)c1,0,?,5%,-47%,-29%,-3%,117%[activator],i,?
CCOc1ccc(C(C(=O)NC2CCCCC2)N(C(=O)c2ccccn2)c2cccnc2)cc1 (stereo unspecified),-2,0.2%,1%,8%,-3%,-9%,-7%,i,1%
CCCNC(=O)NS(=O)(=O)c1cnccc1Sc1ccc(Cl)cc1,16,-1.5%,17%,1%,26%,8%,-4%,i,·
Cc1ccc(OCCCNC2CCCC2)cc1,-11,0.0%,3%,-6%,0%,0%,·,i,-16%
Cc1ccc(N2C(=O)c3oc4ccccc4c(=O)c3C2c2cccc(O)c2)nc1 (stereo unspecified),-11,17%,2%,-27%,?,6%,-16%,?,-27%
O=C(CN1CCN(C(=O)N2CCOCC2)CC1)Nc1cc(Cl)ccc1Cl,20,-0.2%,-3%,-2%,11%,-2%,-12%,i,1%
COCC(=O)N1CCC(Oc2ccc(C(=O)N3CCSCC3)cc2)CC1,19,0.2%,-3%,-21%,-5%,-1%,-5%,i,2%
